# Bioassay records (PubChem)
# GPR151 ag: activates the human receptor GPR151; PathHunter beta-arrestin GPR151 cells, luminescence; activation, % at 11.2 µM; actives 1% (n = 650,000); in the data active = activation above about 4.9%;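 note: 0% = median of compound wells and 100% = cells with positive control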
# FBW7 activator: human FBW7 E3 ligase activation, primary screen; AlphaScreen FBW7–phospho-cyclin E peptide binding, activator screen; normalized activity (activation), % at 26.1 µM; actives 0.13% (n = 650,000); in the data active = normalized activity above about 1.9%;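 note: purified mutant Fbw7 with reduced substrate affinity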
# Target sequence (Q969H0 whole entry, looked up): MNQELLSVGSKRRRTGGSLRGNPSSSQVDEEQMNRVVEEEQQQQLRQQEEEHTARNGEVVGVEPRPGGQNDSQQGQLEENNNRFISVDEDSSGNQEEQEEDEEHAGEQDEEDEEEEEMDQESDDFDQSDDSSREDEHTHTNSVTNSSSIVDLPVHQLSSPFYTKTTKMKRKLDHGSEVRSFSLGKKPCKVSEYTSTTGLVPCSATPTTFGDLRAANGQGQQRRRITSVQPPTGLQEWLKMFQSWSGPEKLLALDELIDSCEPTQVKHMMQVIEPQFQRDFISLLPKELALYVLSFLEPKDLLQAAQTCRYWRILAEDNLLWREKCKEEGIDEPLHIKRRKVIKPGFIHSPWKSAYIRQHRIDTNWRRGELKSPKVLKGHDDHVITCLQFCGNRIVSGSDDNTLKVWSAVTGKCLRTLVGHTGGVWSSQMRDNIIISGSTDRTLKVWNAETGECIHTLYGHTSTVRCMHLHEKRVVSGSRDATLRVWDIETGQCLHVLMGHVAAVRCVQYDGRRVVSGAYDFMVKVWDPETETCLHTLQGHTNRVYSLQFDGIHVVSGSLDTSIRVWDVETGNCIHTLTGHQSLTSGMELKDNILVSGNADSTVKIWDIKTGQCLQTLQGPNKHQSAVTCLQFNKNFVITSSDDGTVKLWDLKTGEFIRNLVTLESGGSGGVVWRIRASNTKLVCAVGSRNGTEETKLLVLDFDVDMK
# MITF inh: inhibitors of human MITF | AlphaScreen MITF homodimerization, bead proximity signal | inhibition, % at 2.6 µM | actives 0.91% (n = 650,000); in the data active = inhibition above about 50%;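 note: 0% = vehicle wells with protein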
# TEAD-YAP block: TEAD-YAP interaction inhibition. actives 1.4% (n = 640,000). inhibition, % at 9.12 µM. HEK-TIYL cells, TEAD-Gal4/YAP UAS-luciferase luminescence; in the data active = inhibition above about 32%;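 note: 0% = median of test compound wells and 100% = reference inhibitor wells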
# Numbers without * were called inactive.
mol	GPR151 ag	FBW7 activator	MITF inh	TEAD-YAP block
CCCCN1C(=O)C(NC(C)=O)(C(F)(F)F)C2=C1CC(C)(C)CC2=O (stereo not given)	1.5	-0.2	3	15
CCCOc1ncnc2sc3c(c12)CCCC3	-0.1	0.9	16	11
CN1C(=O)C(=Cc2ccc([N+](=O)[O-])o2)C(=O)N(C)C1=O	0.4	-0.5	23	15
CCC12C=CCN3CCC4(c5ccc(OC)cc5NC4C(O)(C(=O)OC)C1OC(C)=O)C32 (stereo not given)	-0.2	-0.2	11	7
COc1ccc(C(=O)On2c(-c3ccc(Br)cc3)nc3ccccc3c2=O)cc1	-0.4	-0.1	-1	-1
CCOC(=O)N1CCC(N2C(=O)c3ccccc3C2Nc2cccc(CC)c2)CC1 (stereo not given)	0.5	-0.1	1	-3
CCCCC(=O)Nc1ccc(NC(=O)C2CC2)cn1	0.4	0.1	1	-12
COC(=O)c1ccc(OS(=O)(=O)c2ccc(OC)cc2)cc1	0.7	0.1	-3	7
O=C(c1ccccc1O)N1CCC(c2c[nH]c3ccccc23)CC1	1.7	-0.1	6	3
COc1cc(C=O)ccc1OC(=O)c1ccc([N+](=O)[O-])cc1	1.2	0.0	12	0
Cc1cccc(NC(=O)CSc2nc3ncccc3[nH]2)c1	-0.9	0.5	-1	-3
COc1cccc(C(=O)N2CCC(n3nnc4cc(C(F)(F)F)ccc43)CC2)c1	-0.3	-0.2	-3	4
CCOC(=O)C(c1ccccc1)c1ccccc1	-1.1	0.1	-8	-3
CC1CN(c2[nH]c(=O)n(C)c(=O)c2Cc2ccc(S(C)(=O)=O)cc2)CC(C)O1 (stereo not given)	-0.3	0.0	8	-6
O=C(NCc1ccccn1)c1cccc(OC2CCN(Cc3ccc(CO)o3)CC2)c1	-0.8	0.0	8	9
CS(=O)(=O)c1cc(-c2ccnc(Nc3ccc(-n4cnc(-c5ccccn5)n4)cc3)n2)cc(N2CCOCC2)c1	-1.6	0.4	-16	89*
Nc1ncnc(Nc2cccc3c2CCCC3)c1[N+](=O)[O-]	0.9	0.0	15	3
CCOc1ccc(/C=C2/N=C(c3cc(Cl)ccc3OC)OC2=O)cc1	0.1	0.0	-1	0
CC(=O)Nc1ccc(NC(=O)c2cnc(NCc3cccnc3)s2)cc1	-0.4	0.2	14	5
O=C(Nc1ccc(Oc2ccccc2)cc1)c1ccc(F)c(S(=O)(=O)NC2CCCCC2)c1	-1.5	0.5	11	58*
CCN(Cc1ccccc1)C(=O)c1cccn2c(=O)c3cc4ccccc4cc3nc12	-1.8	0.6	16	13
CC(=O)c1cccc(NC(=O)c2cccc(Br)c2)c1	-0.1	0.0	-3	-25
COc1ccccc1N(CC(=O)Nc1cc(C(F)(F)F)ccc1Cl)S(C)(=O)=O	0.6	-0.1	-5	7
CCC(Oc1ccc2c(c1)C(=O)CC(C)(C)O2)C(=O)N1CCC(C)CC1 (stereo not given)	-1.2	0.7	11	20
O=C(c1nc2ccc(Cl)cn2c1CN1CCOCC1)N1CCc2ccccc2C1	0.7	0.1	-2	-8
Cc1occc1-c1nc(-c2ccccc2)no1	-0.7	0.1	6	-14
O=C(O)/C=C/C(=O)Nc1cccc2c(NC(=O)/C=C/C(=O)O)cccc12	0.2	0.0	19	-4
O=c1c2ccccc2nc(SCc2ccc(Cl)cc2)n1Cc1cccs1	-0.7	-0.3	-6	-9
COc1ccc(CCNc2cc(N3CCN(c4ccccn4)CC3)nc(N)n2)cc1	0.6	0.0	9	-12
Cc1cc(C(=O)NCC2CCC3(CCN(CC(C)C)CC3)O2)n(C)n1 (stereo not given)	-0.4	0.8	13	2
COc1ccc(-c2ccc(NS(=O)(=O)c3ccc(F)cc3F)cc2)nn1	-0.2	0.0	4	0
O=C(Nc1ccc(N2CCOCC2)cc1)C12CC3CC(CC(O)(C3)C1)C2	-0.7	-0.1	-7	-16
COc1ccc(OCc2nc(-c3cccs3)no2)cc1	-0.2	0.3	-2	-57
CCCCNC(=O)c1nnn(-c2cccc(C(F)(F)F)c2)c1N	0.8	0.4	19	-1
CC(NC(=O)NC12CC3CC(CC(C3)C1)C2)C(=O)O (stereo not given)	-0.7	0.1	0	1
COc1ccc(C(=O)Nc2ccccc2C(=O)NC(C(=O)NNC(=O)c2ccc(Cl)cc2Cl)C(C)C)cc1 (stereo not given)	-0.2	0.1	14	0
O=C(CCC1CCCC1)N1CCN(c2ccc(F)cc2)CC1	-1.1	-0.1	12	6
CCCn1cnc2cc(NCc3cccc(OC)c3O)ccc21	-0.8	0.5	3	-2
COc1ccccc1NC(=O)COC(=O)c1c[nH]c(=O)[nH]c1=O	2.5	0.0	4	10
O=C(c1ccccc1)c1c[nH]c2ccccc12	0.5	-0.1	-3	-11
CCOCCn1c(=NC(=O)C2=COCCO2)sc2cc(OCC)ccc21	1.1	0.1	4	-15
CC(C)(C)N=Cc1c(O)[nH]c2ccccc12	0.7	0.1	4	7
CCCCNC(=O)c1ccc(CS(=O)c2ccccc2C)o1 (stereo not given)	0.2	-0.4	1	-3
c1csc(CNc2ccc3ncc(-c4cccs4)n3n2)c1	0.2	0.0	-15	8
Cc1nnc(N/N=C/c2ccc(F)cc2)[nH]c1=O	-0.1	0.2	21	14
COc1ccc(-c2cc(C(F)(F)F)n3nc(C(=O)NCc4ccco4)cc3n2)cc1OC	3.2	0.3	8	-9
O=C(NCC1CCC2(CCN(Cc3c(O)ccc4ccccc34)CC2)O1)C1CCCO1 (stereo not given)	-0.1	0.0	-4	3
CCCN(C(=O)Cc1c(C(=O)O)n(CC)c2ccccc12)c1cccc(Cl)c1	0.1	0.0	-4	5
CCCOC(=O)C1=C(C)NC2=C(C(=O)CC(C)(C)C2)C1c1cc2c(cc1Cl)OCO2 (stereo not given)	0.9	1.1	7	15
O=C(CSc1nc2ccsc2c(=O)n1Cc1ccco1)NC1CCCCC1	0.0	0.6	15	5
COC(=O)c1ccc(/C=C(\C#N)C(=O)NC(C)c2ccccc2)cc1 (stereo not given)	-2.2	0.0	-14	-4
CCOc1cc2[nH]c(=O)n(CCCC(=O)NC3CCCCCC3)c(=O)c2cc1OCC	-0.3	-0.3	-2	3
NS(=O)(=O)c1ccc(N/C=C\C(=O)c2ccncc2)cc1	-1.1	0.0	10	-5
O=C1CC[C@@H]2CN(C/C=C/c3ccco3)CC[C@@H]2N1CC1CCCCC1	0.2	0.2	4	4
Nc1cc(=O)[nH]c(SCC(=O)Nc2ccc([N+](=O)[O-])cc2)n1	0.6	0.2	0	19
O=C(O)CCCCCNC(=O)/C(=C\c1ccc2c(c1)OCO2)NC(=O)c1ccccc1Br	1.6	0.2	13	1
COc1ccc(NC(=O)/C(=C/c2ccc(Cl)cc2)NC(=O)c2ccco2)cc1	0.1	0.5	5	2
CCOC(=O)N1CCN(C(=O)c2ccco2)CC1	-1.7	0.1	1	1
O=C(COc1cccc2ccccc12)Nc1cc(C(=O)O)cc(C(=O)O)c1	-0.4	0.6	15	2
Cc1cc(C(=O)N/N=C/c2cc3c(cc2Cl)OCO3)n[nH]1	1.5	0.1	5	-18

# More records follow:
mol	GPR151 ag	FBW7 activator	MITF inh	TEAD-YAP block
O=C(CN1CCCCC1)N1CCN(C(=O)CN2CCCCC2)CC1	1.3	0.0	11	7
COc1ccc(N2CCN(C3=NS(=O)(=O)c4ccccc43)CC2)cc1	0.8	0.0	9	6
O=C1c2ccccc2-c2onc3c(N4CCN(c5ncccn5)CC4)cc(NCCO)c1c23	-0.5	-0.4	40	28
CCC(Sc1n[nH]c(N)n1)C(=O)Nc1ccc(C)cc1C (stereo not given)	0.2	0.0	17	7
COc1ccc(N2C(=O)C3CC=CCC3C2=O)cc1Cl (stereo not given)	-0.3	0.0	2	-8
O=C(COc1ccccc1[N+](=O)[O-])Nc1cccc(Cl)c1	-0.8	0.1	16	-74
CCn1c(C)cc(C=C2C(=O)NC(=O)NC2=O)c1C	3.9	-1.2	-3	5
COc1ccccc1N1CCN(C(=O)c2cc3nc4c(c(C(F)(F)F)n3n2)CCc2ccccc2-4)CC1	-0.5	0.2	-23	-4
CC(NC(=O)COC(=O)c1ccc(O)cc1O)C12CC3CC(CC(C3)C1)C2 (stereo not given)	2.3	0.0	-5	-4
COc1cccc(C2=N/C(=C\c3ccccc3OC)C(=O)N2c2ccc(Br)cc2)c1	-0.9	-0.1	3	-7
CC1CC(=O)Nc2ccccc2N1C(=O)CCl (stereo not given)	0.0	0.2	12	30
CCOC(=O)C1=C(C)OC(N)=C(C(=O)OCC)C1c1ccncc1 (stereo not given)	-0.5	0.9	14	7
Cc1cccc(C(=O)Nc2sc3c(c2C(=O)N2CCN(Cc4ccccc4)CC2)CCCCC3)c1	1.1	0.0	11	7
COC1=C/C(=C/c2c(N)n3c(S(=O)(=O)C(C)C)nsc3nc2=O)C=CC1=O	-0.6	-0.1	9	4
CC(C)N(Cc1ccccc1)C(=O)Cn1nc(C(=O)O)c2ccccc2c1=O	-1.5	-0.1	-2	9
CC1=C(C(=O)Nc2ccccc2)SC2=NCCN21	-0.1	0.4	6	-1
O=C(OCCN1C(=O)c2cccc3c(N4CCCCC4)ccc(c23)C1=O)c1ccccc1Br	-1.6	0.0	-3	1
N#CC(Br)Cc1ccccc1C(=O)O (stereo not given)	-0.7	-0.1	5	12
O=C(NCCOc1ccccc1)c1cc(NCc2ccc3c(c2)OCO3)nc2ccccc12	6.1*	0.0	13	-6
COc1cccc(C(NC(=O)N2CCCC2)c2nccn2C)c1OC (stereo not given)	0.2	0.0	8	10
Cc1ncc(CO)c(/C=N/N=C/c2ccccc2O)c1O	0.8	0.1	13	-2
O=C(CSc1nnc(CNC(=O)c2cccs2)n1-c1cccc(C(F)(F)F)c1)Nc1nccs1	-1.9	0.4	8	3
COc1ccc(-n2c(=S)[nH]c3cc(C(=O)Nc4ccccc4F)ccc3c2=O)cc1OC	0.4	0.0	6	1
CCC(=O)Nc1cc(C(=O)OCc2ccccc2)ccc1C	2.3	0.1	-1	2
Cc1cc(NC(=O)CSc2nc(Nc3ccc(F)cc3)c3ccccc3n2)n[nH]1	-0.7	-0.1	7	16
CC1=C(C(=O)OCC(F)(F)F)C(c2cccc(O)c2)NC(=O)N1 (stereo not given)	-1.3	-0.1	-10	-9
CCOc1ccccc1OC(=O)CN1C(=O)c2ccccc2C1=O	-1.9	0.1	4	-1
CCC(C)C(NC(N)=O)C(=O)NNC(=S)Nc1ccccc1C (stereo not given)	-0.5	0.2	0	2
CCNC(=O)C(=O)Nc1ccccc1OC	0.5	-0.2	-8	19
O=C(CCc1ccccc1)OCC(=O)c1ccc([N+](=O)[O-])cc1	-1.7	0.0	8	-6
O=C(O)c1ccc(N2N=C(/C=C/c3ccccc3)CC2c2ccccc2)cc1 (stereo not given)	0.2	0.0	1	1
c1ccc(OCc2nc(-c3ccccn3)no2)cc1	-1.9	0.0	3	-48
Cc1ccc(NC(=O)Cc2c(C(=O)O)n(C)c3ccccc23)c(Br)c1	0.6	-0.1	2	7
CCCN(CCC)CCCNC(=O)CCNC(=O)Cn1cnc2ccccc2c1=O	-0.6	-0.1	-2	-9
COC(=O)Nc1ccc(S(=O)(=O)N2CCC(C(=O)N3CCC(C)CC3)CC2)cc1	1.6	0.1	9	-9
Cc1sc2ncc(C(=O)Nc3ccc(OC(F)(F)F)cc3)c(=O)n2c1C	-1.0	0.0	9	1
O=C(Cn1nc2c3ccccc3ncn2c1=O)N1CCCCCC1	1.8	-0.1	-1	3
CSCCCN1C(=O)CCC1CCNCc1cccc(C(F)(F)F)c1 (stereo not given)	0.1	-0.1	-2	-5
CC1CC(C)(C)NC(=S)N1CC(=O)Nc1cccc(F)c1 (stereo not given)	-1.3	-0.1	6	-1
CN(/N=C/c1ccc(Cl)cc1Cl)C1=NS(=O)(=O)c2ccccc21	-0.2	0.1	13	-4
COCCNC(=O)c1ccc(N2CC3CC(C2)c2cccc(=O)n2C3)c(NC(=O)Cc2c(F)cccc2Cl)c1 (stereo not given)	-1.1	-0.1	3	-9
